# RGS4 block: human RGS4 inhibition. HEK293 M3R/RGS4 inducible, Fluo-4 calcium flux; hits give high values; triggered by carbachol at its EC20. B-score at 10 µM. 310,000 compounds, 0.45% hits. AID 463165;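 active = B-score, a plate-corrected calcium signal, over three deviations above library mean, with baseline fluorescence within five deviations of library mean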;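 also: RGS4 expression induced by doxycycline in cells with stable M3 receptor; B-score is computed from the integrated fluorescence ratio over baseline after carbachol; higher B-score means a larger calcium signal and so more RGS4 inhibition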
# Target sequence (P49798 whole entry, looked up): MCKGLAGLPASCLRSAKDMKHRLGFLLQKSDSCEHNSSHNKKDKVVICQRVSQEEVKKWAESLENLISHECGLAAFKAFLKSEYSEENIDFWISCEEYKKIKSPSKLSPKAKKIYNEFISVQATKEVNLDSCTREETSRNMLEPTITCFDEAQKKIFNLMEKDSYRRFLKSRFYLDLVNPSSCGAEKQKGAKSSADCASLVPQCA
# MrgX1 agonist: activates human MrgX1 receptor signaling | B-score at 10 µM | Q96LB2 | 310,000 compounds, 0.44% hits | MrgX1-HEK293 cells, Fluo-4 calcium fluorescence, agonist mode; hits give high values | AID 588627;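 active = calcium response B-score plate-corrected fluorescence ratio at least 3 library SD, with starting fluorescence B-score inside 5 SD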
# Target sequence (Q96LB2 whole entry, looked up): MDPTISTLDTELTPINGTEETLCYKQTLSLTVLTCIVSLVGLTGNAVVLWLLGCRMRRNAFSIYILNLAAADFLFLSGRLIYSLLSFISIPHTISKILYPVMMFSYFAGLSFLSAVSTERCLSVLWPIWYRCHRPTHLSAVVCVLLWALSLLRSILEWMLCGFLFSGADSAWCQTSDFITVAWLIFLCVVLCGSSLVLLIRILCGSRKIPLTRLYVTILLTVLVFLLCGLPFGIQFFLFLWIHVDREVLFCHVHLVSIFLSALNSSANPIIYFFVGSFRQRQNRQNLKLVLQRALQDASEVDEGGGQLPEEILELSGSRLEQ
#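 System: HEK293 cells stably expressing human MrgX1 receptor; Dosing: test compound in the initial addition of three; Schedule: overnight plating, then 30 min 37 °C plus 30 min room-temperature dye loading; Detection: kinetic calcium dye fluorescence, Fluo-4 NW; Controls: per-plate positive and negative controls for Z′ factor.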
# TRPC6 inh: mouse TRPC6 channel inhibition; Q61143; HEK293-TRPC6, membrane potential dye, ACh-evoked depolarization; hits give low values; B-score at 10 µM; 310,000 compounds, 1.1% hits;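 active = B-score under library mean minus 3 SD, initial fluorescence not abnormally high, positive integrated signal ratio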;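 also: B-score derived from integrated fluorescence ratio over the kinetic read; more negative B-score means stronger inhibition of depolarization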
# TRPC6 act: mouse TRPC6 channel activation; Q61143; HEK293-TRPC6 membrane potential dye fluorescence; hits give high values; B-score at 10 µM; 310,000 compounds, 0.13% hits;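 active = B-score of the integrated fluorescence ratio above library mean plus 3 SD, and starting fluorescence ratio within library mean plus 5 SD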;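 also: higher score means more depolarization so channel activation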
# TMEM16A act: activators or potentiators of mouse TMEM16A chloride channel | 340,000 compounds, 0.3% hits | B-score at 10 µM | HEK293 TMEM16A/YFP-H148Q/I152L, iodide quench fluorescence; hits give low values;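 active = fluorescence-ratio B-score plate-corrected deviation score at least 3 library SD below zero, with starting fluorescence score within 5 deviations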;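 also: channel opened by trigger with iodide after compound preincubation; score built on the fluorescence ratio of max minus min over baseline; more negative score means more quench and so TMEM16A activation or potentiation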
# TRPC4 act: opens the mouse TRPC4 cation channel; HEK293 TRPC4beta/mu-opioid, Fluo4 calcium fluorescence; hits give high values; B-score at 10 µM; 310,000 compounds, 0.49% hits; AID 2237;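 active = B-score above 5 SD of library B-scores, and initial fluorescence ratio not above library mean plus 5 SD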;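 also: positive B-score marks a calcium rise read as TRPC4 activation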
#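 Assay system: HEK293 stable line with TRPC4beta plus mu-opioid receptor; schedule: 45 min room-temperature Fluo4 loading, 110 s read; technique: kinetic Fluo4 calcium fluorescence; evaluation: integrated baseline-normalised fluorescence ratio, converted to per-well B score; controls: buffer (low) and maximal DAMGO (high)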
# MrgX1 PAM: human MrgX1 positive allosteric modulation, primary screen; MrgX1-HEK293, Fluo-4 calcium flux, FDSS; hits give high values; B-score at 10 µM; 310,000 compounds, 0.63% hits;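 active = plate-corrected calcium response at least 3 library SD above typical, normal starting fluorescence, not activating the receptor alone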;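 also: compound read alongside a low EC10 to EC30 dose of BAM8-22 agonist; peak minus trough fluorescence over baseline measured at the second addition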
# TRPC4 inh: blocks the mouse TRPC4 cation channel; Q9QUQ5; HEK293 TRPC4beta/mu-opioid, DAMGO-evoked Fluo4 calcium flux; hits give low values; B-score at 10 µM; 300,000 compounds, 0.39% hits; AID 2247;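 active = B-score over 3 SD under the library average, no early fluorescence shift, positive overall ratio signal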
#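 Assay system: Stable TRPC4beta/mu-opioid receptor HEK293 cells | Reagent: DAMGO in two steps, submaximal then maximal | Compound dosing: Single concentration per test compound | Signal: Fluo4 Ca2+ flux fluorescence | Evaluation: Per-well B score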
# MrgX1 antag: blocks BAM8-22 activation of human MrgX1 receptor; B-score at 10 µM; MRGX1-HEK293 calcium flux, Fluo-4, BAM8-22 antagonism; hits give low values; AID 588676; 310,000 compounds, 1.3% hits; Q96LB2;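 active = calcium-response B-score plate-corrected more than 3 library SD below zero, starting fluorescence within 5 deviations, no agonist response on first addition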;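 also: peak minus trough fluorescence over baseline after final BAM8-22 challenge near maximal dose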
# ANO1 block: mouse TMEM16A channel inhibition, primary screen | Q8BHY3 | HEK293 TMEM16A/YFP iodide influx fluorescence, ionomycin | normalized B-score (activity score, 25-100; higher = stronger inhibition) at 10 µM | 310,000 compounds, 1.2% hits | AID 588511;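 active = ratio plate-corrected score three or more library SD toward inhibition, starting fluorescence score within five deviations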;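 also: score derived from kinetic fluorescence span divided by baseline fluorescence per well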
# TRPC4 potent: allosteric potentiators of mouse TRPC4 channel; Q9QUQ5; HEK293 TRPC4beta/mu-opioid, DAMGO EC20, Fluo-4 Ca2+ flux; hits give high values; B-score at 10 µM; 310,000 compounds, 0.42% hits; AID 2227;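 active = B-score of calcium response area above 5 SD of library B-scores, with initial fluorescence ratio within 5 SD of library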;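 also: B-score of integrated fluorescence ratio over time as area under calcium response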
# Numbers without * were called inactive; i = inactive; nt = not tested or not shown.
# Below each SMILES – TRPC4 inh | MrgX1 agonist | TMEM16A act | TRPC4 act | MrgX1 PAM | RGS4 block | TRPC4 potent | TRPC6 act | TRPC6 inh | MrgX1 antag | ANO1 block
- Cc1ccc(C)c(Nc2nc(-c3ccncc3)nc3ccccc23)c1
  i | i | i | i | i | i | i | i | i | i | i
- O=C1c2cccnc2C(=O)N1CO
  i | i | i | i | i | i | i | i | i | i | i
- FC(F)(F)c1cccc(NC(=S)NCCc2ccccn2)c1
  i | i | i | i | i | i | i | i | i | i | i
- CCOC(=O)N1CCN(C(=O)CS(=O)(=O)Cc2nc(-c3cccc(OC)c3)oc2C)CC1
  i | i | i | i | i | i | i | i | i | i | i
- CCOC(=O)Nc1cccnc1Sc1ccc(Cl)cc1
  i | i | i | i | i | i | i | i | i | i | i
- O=C(Nc1ccc(Cl)cc1)c1ccc(-n2cccn2)c([N+](=O)[O-])c1
  i | i | i | i | i | i | i | i | i | i | i
- CCC(c1nnnn1C(C)(C)CC)N(CCN1CCOCC1)Cc1cc2cc(C)ccc2[nH]c1=O (configuration not stated)
  i | i | i | i | i | i | i | i | i | i | i
- CC(C)(C)NC(=O)CSc1nc2ccccc2n1-c1ccccc1
  i | i | i | i | i | i | i | i | i | i | i
- CC(C)c1ccc(-c2noc(C3CCCN(S(C)(=O)=O)C3)n2)cc1 (configuration not stated)
  i | i | i | i | i | i | i | i | i | i | i
- COc1ccc2cc(C)c3nnc(SCC(=O)Nc4nc(-c5ccc(F)cc5)cs4)n3c2c1
  i | i | i | i | i | i | i | i | i | i | i
- CC(C(=O)c1ccccc1)n1c(N2CCOCC2)nc2c1c(=O)n(C)c(=O)n2C (configuration not stated)
  i | i | i | i | i | i | i | i | i | i | i
- CCN(CC)S(=O)(=O)c1ccc2c(c1)N(CC(=O)NCCCN1CC(C)CC(C)C1)C(=O)CO2 (configuration not stated)
  i | i | i | i | i | i | i | i | i | i | i
- COc1ccc2oc(=O)c(C(=O)Nc3ccccc3C)cc2c1
  i | i | i | i | i | i | i | i | i | i | i
- CC(=O)Nc1ccc2nc(CN3CCN(Cc4ccc(F)cc4)C(CCO)C3)ccc2c1 (configuration not stated)
  i | i | i | i | i | i | i | i | i | i | i
- Cc1ccc(OCC(O)CNC(C)c2ccccc2)cc1C (configuration not stated)
  i | i | i | i | i | i | i | i | i | i | i
- CC(C)c1nnc(SCC(=O)NC(C)(C)C)n1C
  i | i | i | i | i | i | i | i | i | i | i
- O=[N+]([O-])c1ccc(N2CCCCC2)nc1N1CCCCC1
  i | i | i | i | i | i | i | i | i | i | i
- COC(=O)c1c(C)c[nH]c1C
  i | i | i | i | i | i | i | i | i | i | i
- Cc1ccc(-c2cc(C(=O)Nc3c(C)n(C)n(-c4ccccc4)c3=O)[nH]n2)c(O)c1
  i | i | i | i | i | i | i | i | i | i | i
- COc1ccccc1NC(=O)CSc1nnc(-c2ccco2)n1N
  i | i | i | i | i | i | i | i | i | i | i
- Cc1cc(/C=C(\C#N)C(=O)NCc2cccs2)c(C)n1-c1ccc([N+](=O)[O-])cc1
  i | i | i | i | i | i | i | i | i | i | i
- CCn1c(COc2c(C)cccc2C)nnc1SCC(=O)N1CCN(c2ccccc2)CC1
  i | i | i | i | i | i | i | i | i | i | i
- Cc1ccccc1N(CC(=O)NC(C)(C)C)C(=O)CCC(=O)Nc1nccs1
  i | i | i | i | i | i | i | i | i | i | i
- COc1ccc(Cc2nc(C(=O)Nc3ccc(F)cc3)cs2)cc1
  i | i | i | i | i | i | i | i | i | i | 100*
- N#Cc1c(NC(NC(=O)c2ccco2)C(=O)c2ccccc2)sc2c1CCCC2 (configuration not stated)
  i | i | i | i | i | i | i | i | i | i | i
- O=C(O)/C(=C\c1cccc(F)c1)c1ccc(S(=O)(=O)N2CCCCC2)s1
  i | i | i | i | i | i | i | i | i | i | i
- COc1ccc(-c2c(C)[nH]n3c(=O)c(Cc4ccccc4)c(C)nc23)cc1OC
  i | i | i | i | i | i | i | i | i | i | i
- CCOC(=O)N1CCN(C(=O)CN(Cc2ccccc2)S(=O)(=O)c2ccc(OC)c(Cl)c2)CC1
  i | i | i | i | i | i | i | i | i | i | i
- COc1ccc(-c2nnc(Nc3ccc(S(=O)(=O)Nc4nccs4)cc3)c3ccccc23)cc1
  i | nt | i | i | nt | i | i | i | i | nt | nt
- CC(=O)c1ccccc1Oc1nc(CN2CCOCC2)nc2scc(-c3cccs3)c12
  i | i | i | i | i | i | i | i | i | i | i
- COC(=O)c1ccccc1NC(=O)Cn1nnc(-c2ccc3c(c2)OCO3)n1
  i | i | i | i | i | i | i | i | i | i | i
- CCCN1C(=O)c2ccc(C(=O)Nc3ccc4c(c3)OCO4)cc2C1=O
  i | i | i | i | i | i | i | i | i | i | i
- O/N=C(/c1ccc(Cl)cc1)C1CC1c1ccccc1 (configuration not stated)
  i | i | i | i | i | i | i | i | i | i | i
- CC(=O)N1CCN(Cc2nc3cc(NC(=O)NC4CCCCC4)ccc3n2C)CC1
  i | i | i | i | i | i | i | i | i | i | i
- O=C(N/N=C/c1cccs1)c1cc(-c2ccc(Cl)s2)[nH]n1
  i | i | i | i | i | i | i | i | i | i | i
- N=C1c2ccccc2CN1NC(=O)c1cccc(S(=O)(=O)N2CCCCC2)c1
  i | i | i | 49* | i | i | i | i | i | i | i
- O=C(NCc1ccc(OC(F)(F)F)cc1)c1cc(-c2ccccc2)nn1CC1CC(c2cccnc2)=NO1 (configuration not stated)
  i | i | i | i | i | i | i | i | i | i | i
- Cc1ccc(-c2nnc(SCC(=O)N(C)C)nc2-c2ccc(C)cc2)cc1
  i | i | i | i | i | i | i | i | i | i | i
- CCN1C(=O)CC(N2CCC(C(=O)N3CCCCCC3)CC2)C1=O (configuration not stated)
  i | i | i | i | i | i | i | i | i | i | i
- CCOCCCNC(=O)C1CCCN(S(=O)(=O)c2ccc(-n3cnnn3)cc2)C1 (configuration not stated)
  i | i | i | i | i | i | i | i | i | i | i
- CNc1c(NS(=O)(=O)c2ccc(F)c(Cl)c2)c(=O)oc2ccccc12
  i | i | i | i | i | i | i | i | i | i | i
- O=c1c(C=Nc2ccc(Oc3ccccc3)cc2)c[nH]n1-c1cccc(Cl)n1
  i | i | i | i | i | i | i | i | i | i | i
- CCOC(=O)c1c(/N=C/c2cc(C)ccc2O)sc2c1CCN(C)C2
  i | i | i | i | i | i | i | i | i | i | i
- Cc1ccc(S(=O)(=O)C(F)(F)F)cc1NC(=O)c1cccnc1
  i | i | i | i | i | i | i | i | i | i | i
- COC(=O)C1=C(C)Nc2c(c(=O)n(C)c(=O)n2C)C1c1ccc(Cl)cc1 (configuration not stated)
  i | i | i | i | i | i | i | i | i | i | i
- Cc1cc(C(=O)N/N=C/C=C/c2ccccc2)n[nH]1
  i | i | i | i | i | i | i | i | i | i | i
- CCOC(=O)C(CC)Sc1nnc2cc(C)c3ccccc3n12 (configuration not stated)
  i | i | i | i | i | i | i | i | i | i | i
- COc1ccc(C(=O)Nc2nc(C)c3cc4c(cc3n2)OCO4)cc1
  i | i | i | i | i | i | i | i | i | i | i
- COc1ccc(C(C(=O)NC2CCCC2)N(Cc2cccnc2)C(=O)c2snc(C(N)=O)c2N)cc1 (configuration not stated)
  i | i | i | i | i | i | i | i | i | i | i
- CCC(=O)Nc1ccc(C(=O)CSc2nnc(-c3ccc(O)cc3)n2CC2CCCO2)cc1 (configuration not stated)
  i | i | i | i | i | i | i | i | i | i | i
- O=C(CCCCCN1C(=O)c2ccccc2C1=O)NC1CCCC1
  i | i | nt | i | i | i | i | i | i | i | i
- Cc1ccc(NC(=O)CN2C(=O)NC3(CCCC3)C2=O)nc1
  i | i | i | i | i | i | i | i | i | i | i
- COc1ccc(C(=O)C2CCCN(C/C=C/c3ccccc3OC)C2)c(OC)c1 (configuration not stated)
  i | i | -5.1* | i | i | i | i | i | i | i | i
- COc1ccc(Nc2cnn(-c3nc4ccccc4s3)c(=O)c2Cl)cc1
  i | i | i | i | i | 4.7* | i | i | i | i | i
- CC(C)c1nc2sc3ccccc3c(=O)c2c(=O)n1Cc1ccccc1
  i | i | i | i | i | i | i | i | i | i | i
- O=C(COc1ccc2c(c1)CCC2)N1CCN(c2ccc(F)cc2)CC1
  i | i | i | i | i | i | i | i | i | i | i
- COc1ccc(NC(=O)CN2CCN(c3ccccc3C)CC2)cc1
  i | i | i | i | i | i | i | i | i | i | i
- O=C1NC(=O)/C(=C\c2ccc(OCc3cccc(C(=O)O)c3)c(Cl)c2)N1
  i | i | i | i | i | i | i | i | i | i | i
- CCOc1ccc2nc(NC(=O)C(NS(=O)(=O)c3cccs3)C(C)C)sc2c1 (configuration not stated)
  i | i | i | i | i | i | i | i | i | i | i
- COc1cc(OC)c(C(=O)Nc2ccc3ccccc3c2)cc1OC
  i | i | i | i | i | i | i | i | i | i | i

# Next results.
# Below each SMILES – TRPC4 inh | MrgX1 agonist | TMEM16A act | TRPC4 act | MrgX1 PAM | RGS4 block | TRPC4 potent | TRPC6 act | TRPC6 inh | MrgX1 antag | ANO1 block
- CC(=O)Nc1ccc(S(=O)(=O)Nc2nc3ccccc3nc2N2CCCCCC2)cc1
  i | i | i | i | i | i | 12* | i | i | i | i
- O=C(c1cccs1)N1CCc2c([nH]c3ccccc23)C1c1ccc(Cl)cc1 (configuration not stated)
  i | i | i | i | i | i | i | i | i | i | i
- Cc1cc(C)n(-c2ccc(C(=O)NCCCN3CCOCC3)cc2)n1
  i | i | i | i | i | i | i | i | i | i | i
- CCOC(=O)c1ccccc1NC1c2ccccc2C(=O)N1C1CCN(C(=O)OCC)CC1 (configuration not stated)
  i | i | i | i | i | i | i | i | i | i | i
- COCCN(CCOC)CC(O)COC(c1ccccc1)c1ccccc1 (configuration not stated)
  i | i | i | i | i | i | i | i | i | i | i

# Assay outcomes as filed in PubChem.
